FAK inh: blocks human focal adhesion kinase activity. AID 727. biochemical FAK kinase activity assay. Q05397. inhibition, %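 (tested at 7 µM)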. 97,000 tested, 0.84% active; in the data active = inhibition above about 19%;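 note: 0% = DMSO and 100% = reference compound high control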
Target sequence (Q05397 whole entry, looked up): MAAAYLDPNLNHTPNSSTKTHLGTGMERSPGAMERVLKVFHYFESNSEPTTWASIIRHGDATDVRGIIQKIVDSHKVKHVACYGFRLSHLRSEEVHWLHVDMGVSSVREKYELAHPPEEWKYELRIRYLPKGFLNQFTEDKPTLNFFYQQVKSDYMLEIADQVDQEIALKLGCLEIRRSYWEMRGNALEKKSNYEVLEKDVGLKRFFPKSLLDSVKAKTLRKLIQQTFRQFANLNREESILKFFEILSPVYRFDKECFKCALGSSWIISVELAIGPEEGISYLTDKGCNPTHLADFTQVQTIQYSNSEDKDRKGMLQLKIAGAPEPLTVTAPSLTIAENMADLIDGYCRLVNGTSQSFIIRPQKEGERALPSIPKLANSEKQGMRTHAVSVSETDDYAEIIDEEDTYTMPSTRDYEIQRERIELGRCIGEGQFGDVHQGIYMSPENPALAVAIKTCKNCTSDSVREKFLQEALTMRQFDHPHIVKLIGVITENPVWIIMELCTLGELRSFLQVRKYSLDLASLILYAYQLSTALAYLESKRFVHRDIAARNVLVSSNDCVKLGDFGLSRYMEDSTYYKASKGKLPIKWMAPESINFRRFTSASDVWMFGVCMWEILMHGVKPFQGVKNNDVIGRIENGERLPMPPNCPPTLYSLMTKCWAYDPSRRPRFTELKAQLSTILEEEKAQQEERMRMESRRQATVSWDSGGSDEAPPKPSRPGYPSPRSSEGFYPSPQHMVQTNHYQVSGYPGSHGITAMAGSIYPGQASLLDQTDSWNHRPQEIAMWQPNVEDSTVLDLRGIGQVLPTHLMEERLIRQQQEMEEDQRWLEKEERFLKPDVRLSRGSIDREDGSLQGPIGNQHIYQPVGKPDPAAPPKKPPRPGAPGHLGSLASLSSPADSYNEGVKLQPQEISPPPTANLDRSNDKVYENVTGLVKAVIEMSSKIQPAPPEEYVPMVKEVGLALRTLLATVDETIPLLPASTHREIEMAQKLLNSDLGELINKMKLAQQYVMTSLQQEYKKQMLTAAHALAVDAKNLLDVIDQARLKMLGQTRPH
Mac1 fbg enh: increases human CD11b/CD18 adhesion to fibrinogen; K562 CD11b/CD18 adhesion to fibrinogen, ATPlite luminescence; activation, % at 10 µM; 93,000 tested, 0.07% active;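 active = 10 µM primary screen giving 50% or more activity, confirmed by 40% or more on retest at that dose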; note: strong numbers were not always called active; reference of the scale not given here
Mac1 fbg inh: inhibitors of human CD11b/CD18 binding to fibrinogen; K562 CD11b/CD18 adhesion to fibrinogen, ATPlite luminescence; Mn2+ added to activate the integrin; 93,000 tested, 0.54% active; inhibition, % at 10 µM; P05107+P11215;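 active = primary inhibition of 50% or more at 10 µM, then 40% or more on retest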; note: some results filed as inactive read as strong as hits
ERa coact pot: ER-alpha (human) coactivator binding potentiation; coactivator binding (% of control), % at 25.6 µM; AID 639; 86,000 tested, 1.3% active; TR-FRET ERalpha-LBD/SRC-Cy5 coactivator binding, 2 h; 100 = basal binding, no effect; P03372; in the data active = activity above about 200%;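 note: binding measured in presence of low estradiol as agonist stimulus; 0% = peptide alone without receptor and 100% = receptor with peptide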
MT1-MMP txn act: MT1-MMP promoter transcription activation | HT1080 MT1-MMP promoter luciferase reporter, luminescence, overnight; stronger effect = higher value | activation factor at 10 µM | 86,000 tested, 0.16% active;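 active = activation factor of at least 2 for MT1-MMP transcription at 10 µM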
Ecoli WT expand: blocks growth of wild type E. coli BW25113. OD600 absorbance. growth inhibition, % at 100 µM. 98,000 tested, 0.15% active;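 active = growth inhibition above about 50% at one test dose, limit read from the data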;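 note: growth measured after 20 h incubation at 37 °C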
ERb SRC1 inh: ER-beta (human) coactivator binding inhibition; inhibition, % at 25.6 µM; 86,000 tested, 1.3% active; TR-FRET ER-beta LBD / SRC1-Cy5 peptide binding; receptor agonist-loaded with 1 µM estradiol; Q92731;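 active = compounds whose percent inhibition of the receptor-coactivator binding signal exceeds about 50% in the single-dose screen, limit read from the data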;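 note: 0% = receptor plus peptide wells without compound and 100% = peptide-only wells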
PLAP activator: activators of human placental alkaline phosphatase | P05187 | purified PLAP enzyme, luminescent substrate read-out; stronger effect = higher value | activation fold at 20 µM | 96,000 tested, 1.2% active; in the data active = activation fold above about 2
ERa SRC1 inh: blocks coactivator binding to human estrogen receptor alpha; 86,000 tested, 1.7% active; TR-FRET ER-alpha LBD / SRC-1 peptide, estradiol-bound; inhibition, % at 25.6 µM; in the data active = inhibition above about 50%;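 note: 0% = receptor plus peptide control and 100% = peptide only without receptor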
An asterisk follows results filed as active; / = not tested or not shown; [ ] = remark or other dose.

smiles,FAK inh,Mac1 fbg enh,Mac1 fbg inh,ERa coact pot,MT1-MMP txn act,Ecoli WT expand,ERb SRC1 inh,PLAP activator,ERa SRC1 inh
COc1ccc(C2C(C(C)=O)=C(C)Nc3ncnn32)cc1OC (stereo unspecified),-1,-2,-14,110,1.1,0,-6,0.9,-7
CCOC(=O)C1C(=O)NC(N2CCN(CC)CC2)=NC1c1ccccc1 (stereo unspecified),-5,-3,-2,116,1.3,-2,-1,0.8,3
CS(=O)(=O)N(CCc1ccccc1)CC(N)=O,3,-3,-2,107,1.1,4,-10,1,-6
COC(=O)C1CCN(C(=O)c2sc3nc(-c4ccc(F)cc4)cn3c2C)CC1,3,2,0,116,1.3,4,-4,1.4,-14
N#Cc1cc2c(nc1SCc1cccnc1)CCC2,3,2,-9,99,0.9,10,2,0.8,8
Cc1cccc(OCC(=O)N/N=C\C=C\c2ccc3c(c2)OCO3)c1C,10,11,-2,/,/,-4,/,0.9,/
COc1ccccc1CNC(=O)COC(=O)C1=COCCO1,-1,-1,-9,103,1.2,-14,-9,0.9,-1
CC(C)C(=O)Nc1ccc(NC(=O)c2ccco2)cn1,/,-1,12,132[fluorescence artefact?],1.4,6,9[fluorescence artefact?],1,0
CCN(CC)C(=O)CSc1nnc([C@H](CCSC)NC(=O)OC(C)(C)C)o1,-4,-3,2,123,1.2,-2,-9,1.6,-12
CSCCC(=O)Nc1ccc(C(C)=O)cc1,-9,115,-6,104[fluorescence artefact?],1.6,14,-6,0.8,-1
CCOc1ccc(S(=O)(=O)Nc2cc(OC)ccc2OC)cc1,2,7,12,94[fluorescence artefact?],0.6,-1,3,1,-10
CCOC(=O)CSc1nnc(-c2ccc(OC)cc2)n1CC,-5,2,-6,110,1.2,7,-9,1,-9
Cc1ccc(N(C)C(=O)N2CCN(c3ccccn3)CC2)cc1,5,-5,5,113,1.2,6,-9,1.1,-12
CC(C)COC(=O)N1CCCC1C(=O)O (stereo unspecified),-2,/,/,112[fluorescence artefact?],1.2,/,-20[fluorescence artefact?],/,-10
C=CCc1c(C)nc(SCCC)[nH]c1=O,/,-5,-3,105,1.1,7,-19,1.1,-21
CCN1C(=O)NC(c2cc(Br)ccc2OC)C(C(=O)OC)=C1C (stereo unspecified),2,/,/,96,0.9,-4,-19,/,-13
COc1cccc(C(=O)Nc2cccc(NC(C)=O)c2)c1,1,-2,-5,124,1.2,5,6,0.9,2
O=C(O)c1ccc(NC(=O)C2(c3ccccc3)CCOCC2)cc1,1,1,-7,109,1,-3,-23,0.9,-22
O=C(O)c1cccc(N2CCCC2=O)c1,1,/,/,106,0.9,8,1,/,-8
Cn1c(=O)c2nc(-c3ccccc3)oc2c2ccccc21,-2,0,1,105,1.1,-9,2[fluorescence artefact?],0.9,0
COc1ccc(NC2=NC(=S)N(c3ccccc3C)C23CCCCC3)cc1,1,-4,4,/,/,-9,/,1,/
Cc1ccc(NC(=O)CNc2cccc(C)c2C)c(C)c1,-1,-1,-11,106,1,-6,-2,1.3,-2
CCOc1cc(S(=O)(=O)NCc2ccc3c(c2)OCO3)ccc1F,-2,1,-17,104,1.2,0,12,0.9,24
CCCC(c1nnnn1Cc1ccccc1)N1CCN(c2ccccc2OC)CC1 (stereo unspecified),-5,4,18,96,1,3,5,1.6,1
O=C1c2ccccc2CCCC12N=NCC2c1cccc2ccccc12 (stereo unspecified),3,-2,-3,/,/,-18,/,0.9,/
CC(C)(C)c1cn(-c2ccc(F)cc2)c(=S)[nH]1,-1,-4,-1,91[fluorescence artefact?],1.3,4,-4,0.9,9
CC(C)c1nnc(NC(=O)c2ccc(S(=O)(=O)N3CCOCC3)cc2)s1,/,1,-48,92,1.1,-3,15,1.1,14
COc1cccc2cc(-c3nnc(SCC(=O)Nc4cc(C(F)(F)F)ccc4Cl)n3N)oc12,3,2,-7,114,1,-8,24[fluorescence artefact?],1,7
CCn1c2ccccc2c2cc(NC(=O)CSc3nnc(-c4ccc(OC)c(OC)c4)n3N)ccc21,0,/,/,122,1.3,8,-7,1.6,0
CCCCCCNC(=O)CC(c1ccccc1)c1cc(Br)ccc1O (stereo unspecified),6,/,/,82,1.1,/,0,/,-17

Ordered by value in FAK inh (largest number first): some entries from above.
SMILES | FAK inh
Cc1cccc(OCC(=O)N/N=C\C=C\c2ccc3c(c2)OCO3)c1C | 10
COc1cccc2cc(-c3nnc(SCC(=O)Nc4cc(C(F)(F)F)ccc4Cl)n3N)oc12 | 3
COc1ccc(NC2=NC(=S)N(c3ccccc3C)C23CCCCC3)cc1 | 1
COc1ccccc1CNC(=O)COC(=O)C1=COCCO1 | -1
CCOC(=O)C1C(=O)NC(N2CCN(CC)CC2)=NC1c1ccccc1 (stereo unspecified) | -5

Further records
smiles,FAK inh,Mac1 fbg enh,Mac1 fbg inh,ERa coact pot,MT1-MMP txn act,Ecoli WT expand,ERb SRC1 inh,PLAP activator,ERa SRC1 inh
CCCc1cc(=O)oc2cc(OCC(=O)N(C)C)c(Cl)cc12,/,0,-1,101,1.1,-7,-8[fluorescence artefact?],0.9,-2
COc1ccc(C(=O)CSc2nc(SC)ns2)cc1OC,2,0,-4,92,1.2,-2,1,1.1,7
CC(C)Sc1cc(N2CCCC2)nc(-c2ccccc2)n1,0,-2,18,/,/,-2,/,1,/
O=S(Cc1ccc(Cl)cc1)CC(O)COc1ccc(Cl)cc1 (stereo unspecified),-3,0,-2,127,1.2,4,2,1,5[fluorescence artefact?]
COc1ccc2[nH]cc(C3N4CC5(C)CN3CC(C)(C4)C5=O)c2c1 (stereo unspecified),4,-2,-24,/,1.2,-1,/,1,/
CCCc1oc(C(=O)O)cc1CN1CCCC1,1,-2,3,119[fluorescence artefact?],1.3,7,1,1,4
CN(Cc1ccco1)C(=O)C(Cc1ccccc1)NS(=O)(=O)c1ccc2c(c1)CCC(=O)N2 (stereo unspecified),-6,-1,8,122,1,2,-1[fluorescence artefact?],1.7,-6
CCC(C)n1c(NC(=O)c2ccccc2)c(C#N)c2nc3ccccc3nc21 (stereo unspecified),25*,/,/,77,1.1,/,0,1.2,1
Cn1c(NCc2ccco2)nc2ccccc21,-1,0,2,106,1.5,12,2,0.9,-1
O=C1c2cccnc2C(=O)N1Cc1ccc2c(c1)OCO2,/,-2,-1,112,1.1,-1,6,1.1,4
CCSc1nnc(NC(=O)CSc2nnc(-c3c[nH]c4ccccc34)n2C)s1,-2,-5,-6,96,1.1,-8,-11,1.2,1
CC(O)COc1ccc(/C(=N/O)c2ccccc2)cc1 (stereo unspecified),3,-3,3,/,1.3,5,/,0.9,/
Cn1ccnc1SCC(=O)Nc1cccc(C(F)(F)F)c1,/,-3,-3,/,1.3,6,/,1.1,/
COc1cccc(Nc2nc(C)cc(C)c2C#N)c1,-1,/,/,107,1.1,/,13[fluorescence artefact?],/,15
COc1ccc(C(O)C(CN2CCOCC2)c2ccccc2)cc1 (stereo unspecified),11,1,-4,/,1.2,1,/,1,/
CCCCCCCC(=O)N/N=C/c1cccnc1,0,-1,-12,87,1.2,4,-1,0.8,0
O=C(NCCNCc1ccc(F)cc1)c1ccco1,1,-1,-4,/,/,3,/,0.9,/
CCCCC(CC)COC1(c2ccccc2)OC(=O)c2ccccc21 (stereo unspecified),7,-4,4,/,/,7,/,1.1,/
O=c1oc(-c2cccs2)nc2scc(-c3cccs3)c12,-1,8,6,95,1.7,-10,6,0.7,10
COc1ccc(OC)c(S(=O)(=O)N(C)CC(=O)Nc2ccc3c(c2)OCO3)c1,-3,1,-4,112,1.2,-8,14,0.8,12
O=C(NC1CCCCC1)C(c1ccccc1)N1CCOCC1 (stereo unspecified),4,/,/,102,1.1,-9,7[fluorescence artefact?],0.9,6[fluorescence artefact?]
CCOC(=O)c1ccc(NC(=O)Nc2c(C)nn(C)c2C)cc1,0,-4,6,114,1,1,4,0.9,-4
CCOC(=O)c1cnn(CCOC(=O)C(C)(C)C)c1NC(=O)C(C)(C)C,-2,3,14,104,1.1,3,6,0.9,-3
N#Cc1c(NC(=O)CSc2ncnc3c2cnn3-c2ccccc2Cl)sc2c1CCCC2,-4,/,/,113,1.1,-13,10,/,6
O=S(=O)(NCC1CCCO1)c1ccc2ccccc2c1 (stereo unspecified),-3,-2,3,125,0.9,6,-9,0.9,-3
COc1ccc(OCCn2c(NC(=O)c3ccco3)nc3ccccc32)cc1,/,-3,-1,111,1.2,-8,4,1,7
O=C(NC1CCCCC1)NC1CC2CCC(C1)N2Cc1nnnn1Cc1ccc2c(c1)OCO2 (stereo unspecified),0,/,/,99,1,10,-8,1.4,-5
O=C(Nc1cc(C(F)(F)F)ccc1N1CCOCC1)c1cncc(Br)c1,/,-4,2,94,1,2,6,1.1,-7[fluorescence artefact?]
CCn1c(=O)[nH]c2cc(C(=O)N3CCN(c4ccccc4)CC3)ccc2c1=O,2,7,20,/,1.2,3,/,0.8,/
CCCCCNC(=O)CCc1ccccc1,-2,/,/,99,1.2,/,-11,/,-7
O=C(Oc1ccc(Cl)c2ccccc12)N1CCCCC1,0,-2,9,73,1.4,2,36,0.8,18
O=C1CC(N2CCN(c3ccc(F)cc3)CC2)C(=O)N1Cc1cccs1 (stereo unspecified),1,0,0,96,1,-6,-33,1.5,-31
CC1CN(CCC(=O)Nc2ccc3c(c2)CCC3)CC(C)O1 (stereo unspecified),1,0,-5,103,1.2,-1,-7,1.3,-3
COc1ccc(/C=C/C(=O)NC(=S)NNC(=O)Cc2cccs2)cc1,2,2,-11,/,/,-7,/,1.1,/

By substructure: the compounds so far with a CF3 group (3)
smiles,FAK inh,Mac1 fbg enh,Mac1 fbg inh,ERa coact pot,MT1-MMP txn act,Ecoli WT expand,ERb SRC1 inh,PLAP activator,ERa SRC1 inh
COc1cccc2cc(-c3nnc(SCC(=O)Nc4cc(C(F)(F)F)ccc4Cl)n3N)oc12,3,2,-7,114,1,-8,24[fluorescence artefact?],1,7
Cn1ccnc1SCC(=O)Nc1cccc(C(F)(F)F)c1,/,-3,-3,/,1.3,6,/,1.1,/
O=C(Nc1cc(C(F)(F)F)ccc1N1CCOCC1)c1cncc(Br)c1,/,-4,2,94,1,2,6,1.1,-7[fluorescence artefact?]

From PubChem BioAssay
